Bioassay records: PubChem BioAssay, several laboratories
Smad3 FoxH1 inh – Smad3/FoxH1 peptide binding inhibitors, primary screen, biochemical, TR-FRET. Mothers against decapentaplegic homolog 3 (Homo sapiens), P84022. TR-FRET Smad3/Dy647-FoxH1 peptide binding, europium anti-His. inhibition, % at 25 µM. 0.29% of 88,000 active;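 active = compounds that reduce the energy-transfer binding signal between the protein and its labelled peptide by more than half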;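 also: 0% = Smad3 plus labelled peptide maximal FRET and 100% = peptide-only background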
Target sequence (P84022 whole entry, looked up): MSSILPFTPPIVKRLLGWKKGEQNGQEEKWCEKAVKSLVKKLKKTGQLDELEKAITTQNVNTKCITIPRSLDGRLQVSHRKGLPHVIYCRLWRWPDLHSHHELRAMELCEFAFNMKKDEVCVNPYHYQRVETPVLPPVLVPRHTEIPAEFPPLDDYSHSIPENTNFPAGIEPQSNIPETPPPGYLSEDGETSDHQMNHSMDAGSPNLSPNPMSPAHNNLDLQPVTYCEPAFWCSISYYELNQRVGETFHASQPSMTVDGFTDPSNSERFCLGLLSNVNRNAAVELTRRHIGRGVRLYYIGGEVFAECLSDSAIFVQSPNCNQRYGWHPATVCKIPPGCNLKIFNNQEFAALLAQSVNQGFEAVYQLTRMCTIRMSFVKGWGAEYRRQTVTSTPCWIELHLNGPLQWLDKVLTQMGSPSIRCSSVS
sEH act – soluble epoxide hydrolase activators, primary screen, biochemical, human sEH; Bifunctional epoxide hydrolase 2 (Homo sapiens), P34913; purified human sEH enzymatic activity, activator screen; activation, % at 2 µM; 0.04% of 91,000 active; AID 717, 2007; in the data active = activation above about 37%; also: values of inactives mirror those of a sister screen read the other way
Target sequence (P34913 whole entry, looked up): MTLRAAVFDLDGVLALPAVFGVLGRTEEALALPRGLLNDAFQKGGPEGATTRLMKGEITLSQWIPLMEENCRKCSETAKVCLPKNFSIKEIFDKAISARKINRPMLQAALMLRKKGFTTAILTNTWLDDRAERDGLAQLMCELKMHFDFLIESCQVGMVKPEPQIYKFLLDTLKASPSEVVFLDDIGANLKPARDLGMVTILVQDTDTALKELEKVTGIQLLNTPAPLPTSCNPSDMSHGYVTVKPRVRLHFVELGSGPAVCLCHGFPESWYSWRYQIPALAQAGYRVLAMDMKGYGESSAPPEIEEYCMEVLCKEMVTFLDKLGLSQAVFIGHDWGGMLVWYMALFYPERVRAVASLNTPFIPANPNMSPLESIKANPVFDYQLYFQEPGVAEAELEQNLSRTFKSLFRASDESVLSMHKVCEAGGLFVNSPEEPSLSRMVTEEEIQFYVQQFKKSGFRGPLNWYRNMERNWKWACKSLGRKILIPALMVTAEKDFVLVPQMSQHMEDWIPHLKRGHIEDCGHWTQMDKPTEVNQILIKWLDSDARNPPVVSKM
CD11b adhes enh – enhancers of CD11b/CD18 adhesion to fibrinogen, primary screen, K562 cells, luminescence; Integrin beta-2 (Homo sapiens) + Integrin alpha-M (Homo sapiens), P05107+P11215; ATPlite luminescence; activation, % at 10 µM; 0.07% of 93,000 active; AID 1499, 2009;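 active = 10 µM primary screen giving 50% or more activity, confirmed by 40% or more on retest at that dose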; also: strong numbers were not always called active; reference of the scale not given here
Calb biofilm kill – clotrimazole potentiators killing Candida biofilms, primary screen, with clotrimazole, Alamar Blue; C. albicans biofilm + clotrimazole; inhibition, % at 6 µM; 0.14% of 85,000 active; AID 834, 2007;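 active = inhibition above 20%; inactive = inhibition below 20%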;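 also: preformed 24 hr biofilms exposed to compound for 48 hr; 0% = biofilm without compound and 100% = blank killed by clotrimazole plus chlorhexidine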
ERa coact pot – enhancers of ERα–SRC-1 coactivator binding, primary screen, biochemical, TR-FRET, ERα LBD, low estradiol. TR-FRET ERalpha-LBD/SRC-Cy5 coactivator binding, 2 h; 100 = basal binding, no effect. coactivator binding (% of control), % at 25.6 µM. 1.3% of 86,000 active. AID 639, 2007; in the data active = activity above about 200%;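 also: binding measured in presence of low estradiol as agonist stimulus; 0% = peptide alone without receptor and 100% = receptor with peptide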
CD11b adhes inh – inhibitors of CD11b/CD18 adhesion to fibrinogen, primary screen, K562 cells, luminescence. Integrin beta-2 (Homo sapiens) + Integrin alpha-M (Homo sapiens), P05107+P11215. ATPlite luminescence; Mn2+ added to activate the integrin. inhibition, % at 10 µM. 0.54% of 93,000 active. AID 1497, 2009;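 active = primary inhibition of 50% or more at 10 µM, then 40% or more on retest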; also: some results filed as inactive read as strong as hits
sEH inh – soluble epoxide hydrolase inhibitors, primary screen, biochemical, human sEH; 0.34% of 91,000 active; recombinant human sEH enzymatic activity assay; inhibition, % at 2 µM; Bifunctional epoxide hydrolase 2 (Homo sapiens), P34913; in the data active = inhibition above about 80%; also: values of inactives mirror those of a sister screen read the other way; many of its hits are not listed in these tables
MT1-MMP txn act – MT1-MMP promoter reporter activation – cell-based, luciferase luminescence, primary screen | HT1080 MT1-MMP promoter luciferase reporter, overnight; active compounds read high | activation factor at 10 µM | 0.16% of 86,000 active | AID 750, 2007;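 active = activation factor of at least 2 for MT1-MMP transcription at 10 µM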
ERb coact inh – inhibitors of ERβ-SRC1 coactivator interaction, primary screen, biochemical, TR-FRET, ERβ LBD, SRC-1 peptide; Estrogen receptor beta (Homo sapiens), Q92731; TR-FRET ER-beta LBD / SRC1-Cy5 peptide binding; receptor agonist-loaded with 1 µM estradiol; inhibition, % at 25.6 µM; 1.3% of 86,000 active; AID 633, 2007;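 active = compounds whose percent inhibition of the receptor-coactivator binding signal exceeds about 50% in the single-dose screen, limit read from the data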;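 also: 0% = receptor plus peptide wells without compound and 100% = peptide-only wells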
The depositor's hits bear a star; . = no result given; [ ] = dose if it differs, or a comment. A portion of the library. The share of hits here may be higher or lower than overall.

1	CCOC(=O)C1C(=O)CC(C)(O)C(C(=O)OCC)C1c1cccs1 (stereo unspecified)
2	CCN(CC)c1ccc(NC(=O)CN2C(=O)CC(C)(C)S(=O)(=O)c3ccccc32)c(C)c1
3	COc1ccc(OC)c(N2C(=O)CC(Cc3ccc(Cl)cc3)C2=O)c1 (stereo unspecified)
4	Cc1cc(NC(=O)CCC(=O)N(c2ccc(F)cc2)C(C(=O)NC2CCCC2)c2ccncc2)no1 (stereo unspecified)
5	COc1ccc(C2(O)CCN(CC(=O)Nc3nccs3)CC2)c(OC)c1
6	O=c1cc[nH]c2cccc(Cc3ccccc3)c12
7	COC(=O)c1ccccc1NC(=O)Nc1ccc2c(c1)OCO2
8	O=C1C=C(O)CC(c2ccc(Cl)c(Cl)c2)C1 (stereo unspecified)
assay / compound | 1 | 2 | 3 | 4 | 5 | 6 | 7 | 8
Smad3 FoxH1 inh | 0 | -7 | 7[fluorescence artefact?] | 17 | -9 | 2 | 13 | 3
sEH act | 0 | -13 | 6 | 12 | 10 | 12 | -3 | -1
CD11b adhes enh | -3 | -4 | . | . | 2 | . | -2 | -2
Calb biofilm kill | 10 | 7 | 8 | 1 | 8 | 7 | 8 | 9
ERa coact pot | 123 | 127 | 110 | 110 | 112 | 109 | 92 | 92
CD11b adhes inh | -13 | 11 | . | . | -4 | . | -15 | 1
sEH inh | 0 | 12 | -2 | -11 | -12 | -14 | 4 | 2
MT1-MMP txn act | 1.1 | . | 1.2 | . | 1.1 | 1.1 | 1.4 | 1
ERb coact inh | -1 | -9 | -1 | -4[fluorescence artefact?] | -4 | -1 | -8 | -16[fluorescence artefact?]

9	O=C(C1CC=CCC1)N1CCN(C(=O)C2CC=CCC2)CC1 (stereo unspecified)
10	CC1CCc2c(sc(NC(=O)C(=O)NCc3ccco3)c2C#N)C1 (stereo unspecified)
11	C/C=C/c1ccc(OCCSc2nc(C)cc(=O)[nH]2)c(OC)c1
12	O=C(NC1CC2CCC(C1)N2C(=O)NC1CCCCC1)NC12CC3CC(CC(C3)C1)C2 (stereo unspecified)
13	Cc1nc2ccccn2c1/C(O)=C1\C(=O)C(=O)N(CCN(C)C)C1c1cccnc1 (stereo unspecified)
14	Cc1ccc2cc(C#N)c(N3CCCN(C(=O)C4CCCO4)CC3)nc2c1C (stereo unspecified)
15	O=C(NCCCNC(=O)c1ccccn1)c1ccccn1
16	COc1ccc(NC(=O)/C=C/C(=O)O)cc1Cl
assay / compound | 9 | 10 | 11 | 12 | 13 | 14 | 15 | 16
Smad3 FoxH1 inh | 2 | 2 | 3 | -7 | -9 | 1 | 2 | .
sEH act | 4 | -2 | . | . | 15 | . | . | 11
CD11b adhes enh | . | 2 | -3 | 0 | 3 | -2 | -2 | -4
Calb biofilm kill | 6 | -1 | 10 | 15 | 5 | -1 | 5 | .
ERa coact pot | 104[fluorescence artefact?] | 109 | 128 | 112[fluorescence artefact?] | 113 | 98 | 132 | .
CD11b adhes inh | . | -9 | 1 | -10 | -1 | 5 | 17 | -8
sEH inh | -2 | 1 | . | . | -17 | . | . | -14
MT1-MMP txn act | 1.1 | 1.2 | 1.2 | 1 | 1.2 | 1.1 | 1.1 | .
ERb coact inh | -27[fluorescence artefact?] | -11 | -1 | 8 | -1[fluorescence artefact?] | -2 | 6 | .

17	Cc1cc(C)n(/N=C/c2c[nH]c3ccccc23)c(=O)c1
18	CCOC(=O)CC(C#N)c1cn(C)c2ccccc12 (stereo unspecified)
19	COc1cc(C)ccc1OCCCON1C(=O)CCC1=O
20	O=C1CSC(=Nc2ccc(O)cc2)N1c1ccc(O)cc1
21	Cc1ccc(C(=O)Nc2ccc(O)cc2C(=O)O)cc1C
22	Cn1c(=O)c2ncn(CC(=O)Nc3ccc(N4CCOCC4)cc3)c2n(C)c1=O
23	O=C(NCc1ccco1)c1c(O)c2cccc3c2n(c1=O)CCC3
24	O=C(OC(C(=O)NC1CCCC1)c1cccnc1)C1=Cc2ccccc2OC1 (stereo unspecified)
assay / compound | 17 | 18 | 19 | 20 | 21 | 22 | 23 | 24
Smad3 FoxH1 inh | 4 | 0 | 7 | . | 8 | . | 19[fluorescence artefact?] | -4
sEH act | -2 | -6 | 4 | -6 | 1 | -30 | . | -3
CD11b adhes enh | -3 | 0 | -1 | 9 | -9 | -2 | -3 | .
Calb biofilm kill | 5 | 6 | 3 | . | 0 | . | 6 | 4
ERa coact pot | 112 | 123 | 88 | . | 105 | . | 141 | 102
CD11b adhes inh | -4 | 9 | -41 | 20 | 8 | 2 | 4 | .
sEH inh | 3 | 7 | -2 | 6 | -2 | 32 | . | 3
MT1-MMP txn act | 1.3 | 1.3 | 1 | 0.9 | 0.8 | . | 1.1 | 1.3
ERb coact inh | 4 | -20 | -1 | . | -4 | . | 11[fluorescence artefact?] | -8[fluorescence artefact?]

25	Cc1cc(-c2ccccc2)nc(N(C)NC(=O)c2ccc(Cl)cc2)c1S(C)(=O)=O
26	CCOC(=O)CSc1nnc(CNC(=O)c2ccc(OC)cc2OC)n1-c1ccc(OC)cc1
27	COCC(=O)Nc1nc2n(n1)C(c1ccc(OC)cc1)CC(c1ccc(OC)cc1)N2 (stereo unspecified)
28	C/C(=N\NC(=O)C(NC(=O)c1ccccc1)C(C)C)c1ccccc1 (stereo unspecified)
29	CCOC(=O)Cn1cnc2c(C#N)c3n(c2c1=O)CCCCC3
30	COc1ccc(OC)c(N2Cc3ccccc3C2)c1
31	Cc1nn(-c2ccccc2)c(Cl)c1C(=O)NCC(C)C
32	Cn1c(=O)c2c(nc(CN3CCOCC3)n2CC(O)CO)n(C)c1=O (stereo unspecified)
assay / compound | 25 | 26 | 27 | 28 | 29 | 30 | 31 | 32
Smad3 FoxH1 inh | 6 | 2 | 4 | . | -2 | 13 | -18 | 13
sEH act | 6 | 1 | 13 | -2 | . | 10 | 16 | 8
CD11b adhes enh | 0 | 1 | -2 | 6 | -5 | . | -3 | 1
Calb biofilm kill | -2 | 2 | 6 | . | 5 | 3 | -1 | 9
ERa coact pot | 110 | 104 | 117[fluorescence artefact?] | . | 116 | 88[fluorescence artefact?] | 86 | 122
CD11b adhes inh | -15 | -8 | -9 | 14 | -8 | . | -1 | -2
sEH inh | -6 | 2 | -14 | 3 | . | -6 | -14 | -7
MT1-MMP txn act | 1.1 | 1 | 1 | . | 1.1 | 1.2 | 1.1 | 1.1
ERb coact inh | -6 | 5 | -5[fluorescence artefact?] | . | -2[fluorescence artefact?] | -10 | 3 | 2

33	COCCNC(=O)c1ccc2c(c1)nc(C)n2-c1cccc(F)c1
34	COC(=O)c1ccc(NC(=O)N2CCOCC2)cc1
35	CCC(=O)c1ccc(OCC(=O)N2CCc3cc(OC)c(OC)cc3C2)cc1
36	O=C(NCCOC(=O)C1COc2ccccc2O1)c1cccnc1 (stereo unspecified)
37	COc1ccc(CN2C(=O)c3ccccc3C2C(=O)NC2CCCC2)c(OC)c1 (stereo unspecified)
38	COC(=O)C(C)Sc1nc2c(c(=O)n(C)c(=O)n2C)n1Cc1cccc(C)c1 (stereo unspecified)
39	O=C(CCN1CCOCC1)Nc1cccc(Br)c1
40	CCN(C(=O)Cn1c(=O)oc2ccccc21)c1cccc(C(F)(F)F)c1
assay / compound | 33 | 34 | 35 | 36 | 37 | 38 | 39 | 40
Smad3 FoxH1 inh | -8 | 0 | -5 | . | -11 | 3 | 4 | .
sEH act | 3 | 7 | -5 | 9 | . | 0 | . | 3
CD11b adhes enh | -3 | -4 | 7 | 0 | 4 | . | -2 | 1
Calb biofilm kill | 8 | 1 | 5 | . | 9 | 9 | 4 | .
ERa coact pot | 108 | 103 | 83[fluorescence artefact?] | . | 115 | 81 | 104 | .
CD11b adhes inh | 3 | -2 | -25 | -3 | -3 | . | -9 | 2
sEH inh | 3 | -6 | 6 | -10 | . | 2 | . | -4
MT1-MMP txn act | 1 | 1.1 | 0.8 | 1.1 | 1.1 | 1 | 1.2 | 1.1
ERb coact inh | 39 | 48 | 9[fluorescence artefact?] | . | -4 | -4 | -13 | .

Reprinted at random: 5 records from the list, in no set order.
18	CCOC(=O)CC(C#N)c1cn(C)c2ccccc12 (stereo unspecified)
3	COc1ccc(OC)c(N2C(=O)CC(Cc3ccc(Cl)cc3)C2=O)c1 (stereo unspecified)
39	O=C(CCN1CCOCC1)Nc1cccc(Br)c1
37	COc1ccc(CN2C(=O)c3ccccc3C2C(=O)NC2CCCC2)c(OC)c1 (stereo unspecified)
10	CC1CCc2c(sc(NC(=O)C(=O)NCc3ccco3)c2C#N)C1 (stereo unspecified)
assay / compound | 18 | 3 | 39 | 37 | 10
Smad3 FoxH1 inh | 0 | 7[fluorescence artefact?] | 4 | -11 | 2
sEH act | -6 | 6 | . | . | -2
CD11b adhes enh | 0 | . | -2 | 4 | 2
Calb biofilm kill | 6 | 8 | 4 | 9 | -1
ERa coact pot | 123 | 110 | 104 | 115 | 109
CD11b adhes inh | 9 | . | -9 | -3 | -9
sEH inh | 7 | -2 | . | . | 1
MT1-MMP txn act | 1.3 | 1.2 | 1.2 | 1.1 | 1.2
ERb coact inh | -20 | -1 | -13 | -4 | -11

Additional results follow:
41	CN(c1ccccc1)S(=O)(=O)c1ccc(C(=O)Nc2nccs2)cc1
42	CC1=CN2CC(O)CN=C2C=C1 (stereo unspecified)
43	COC(=O)c1nnn(Cc2ccccc2)c1N
44	N#Cc1c(SCc2nc3ccccc3[nH]2)nc2c(c1C(F)(F)F)CCC2
45	COc1ccccc1C1/C(=C(\O)c2c(C)nc3c(C)cccn23)C(=O)C(=O)N1CCCN(C)C (stereo unspecified)
46	CC(=O)Nc1cccc(NC(=O)C2CC3CCC2C3)c1 (stereo unspecified)
47	CCOc1cc(/C=N/Nc2nc(N3CCCC3)nc(N3CCCC3)n2)ccc1O
48	N#Cc1ccc(COc2ccc(CCO)cc2-n2nc3ccccc3n2)cc1
49	CCOC(=O)c1nnn(CC(=O)Nc2cc(F)ccc2F)c1C(=O)OCC
50	CCOc1ccc(C(=O)N(CN2CCCC2=O)c2ccc(C)cc2)cc1
assay / compound | 41 | 42 | 43 | 44 | 45 | 46 | 47 | 48 | 49 | 50
Smad3 FoxH1 inh | -7 | 9 | -2 | 14[fluorescence artefact?] | -6 | -8 | 12 | 3 | 11 | 3
sEH act | . | -6 | 6 | -3 | 25 | 0 | -2 | -8 | -6 | -8
CD11b adhes enh | 2 | -2 | 12 | . | . | 3 | . | -2 | 0 | .
Calb biofilm kill | 3 | 0 | 3 | 4 | 5 | -5 | 7 | . | 6 | 8
ERa coact pot | 91 | 101 | 99 | 99 | 107 | 72[fluorescence artefact?] | 89 | 98 | 101 | 118
CD11b adhes inh | 9 | -46 | 23 | . | . | -10 | . | -1 | 18 | .
sEH inh | . | 6 | -6 | 2 | -25 | 2 | 5 | 8 | 8 | 9
MT1-MMP txn act | 1.1 | . | 1.1 | 1.5 | 0.9 | 1.1 | 1.1 | 1.1 | . | 1.1
ERb coact inh | -10 | 4 | 0 | -3[fluorescence artefact?] | -7 | 24 | -1 | -9 | -8 | -13
